High-throughput results (PubChem BioAssay)
F508del corr – CFTR F508del correction in bronchial cells; CFBE cells, YFP halide quenching; stimulated with forskolin plus potentiator P3; % fluorescence drop versus neutral controls; activity (quench increase), % at 7.58 µM; hit rate 0.36% among 350,000; AID 720511;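 active means mean added fluorescence quench of at least 8% versus neutral control, with both replicates also reaching 8%; inconclusive means only one of the mean or replicate conditions met; inactive means mean below 8% and not both replicates reaching 8%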;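 further: cells transiently co-express mutant CFTR-F508del with the halide-sensitive YFP; corrector assay measuring rescue of mutant channel to the surface after 24 h compound exposure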
ERAP1 inh – ERAP1 (human) enzyme inhibition; recombinant ERAP1, Leu-AMC fluorescence, 60 min; hit rate 0.15% among 340,000; Q9NZ08; inhibition, % at 10.7 µM; AID 652197;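 active means mean replicate inhibition of at least 30%, or all replicates individually reaching that 30% level; inactive means mean below 30% and not every replicate reaching it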;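 further: 0% = neutral control wells and 100% = L-leucinethiol positive control wells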
Casp6 inh – inhibitors of human caspase-6; hit rate 0.53% among 350,000; purified caspase-6, Z-VEID-R110 cleavage fluorescence; inhibition, % at 12.5 µM; P55212; AID 686996;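 active means mean inhibition across replicates at least about 35%, with every replicate also reaching that limit, limit read from the data; inconclusive means only one of the two criteria met; inactive means neither criterion met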;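 further: 0% = median of neutral control wells and 100% = no fluorescence left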
Target sequence (P55212 24-179 limits assumed): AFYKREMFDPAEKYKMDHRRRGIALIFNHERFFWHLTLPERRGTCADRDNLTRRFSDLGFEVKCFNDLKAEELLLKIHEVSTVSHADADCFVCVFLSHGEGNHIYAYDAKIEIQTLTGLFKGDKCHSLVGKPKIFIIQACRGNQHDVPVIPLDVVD
Target sequence (P55212 194-293 limits assumed): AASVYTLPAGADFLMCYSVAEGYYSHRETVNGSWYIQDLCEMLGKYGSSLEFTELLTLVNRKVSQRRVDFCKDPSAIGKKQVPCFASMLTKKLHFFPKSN
miR122 inh – inhibitors of miR-122 in Huh7 cells; activation (reporter increase), % at 12.5 µM; hit rate 0.3% among 340,000; Huh7 miR-122 Renilla luciferase sensor, 48 h; neutral wells = 0, positive control = 100;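 active means mean replicate activation score at least 90 and every replicate individually at or above 90; inconclusive means only one of the two criteria met; inactive means neither criterion met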;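 further: higher luciferase means less miR-122 activity so hits act as miR-122 inhibitors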
ERp5 block – inhibitors of human ERp5; ERp5 insulin aggregation, absorbance 650 nm, 90 min; inhibition, % at 9.99 µM; hit rate 0.05% among 350,000;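 active means mean replicate inhibition above about 25%, with every replicate also reaching it, limit read from the data, passing the limit was not always enough; inconclusive means only one of those two criteria met; inactive means neither criterion met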
Target sequence (Q15084 whole entry, looked up): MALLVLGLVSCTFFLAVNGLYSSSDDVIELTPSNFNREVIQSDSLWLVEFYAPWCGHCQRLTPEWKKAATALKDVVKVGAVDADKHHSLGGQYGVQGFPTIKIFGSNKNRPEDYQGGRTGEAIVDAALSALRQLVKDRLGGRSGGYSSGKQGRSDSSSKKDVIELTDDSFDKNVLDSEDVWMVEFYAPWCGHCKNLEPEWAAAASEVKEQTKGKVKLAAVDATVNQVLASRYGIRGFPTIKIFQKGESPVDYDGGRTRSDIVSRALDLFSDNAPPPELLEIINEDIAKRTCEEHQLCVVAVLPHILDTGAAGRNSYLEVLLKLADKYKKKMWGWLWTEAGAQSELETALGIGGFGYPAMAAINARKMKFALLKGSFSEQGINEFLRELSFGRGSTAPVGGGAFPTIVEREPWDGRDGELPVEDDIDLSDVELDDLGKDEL
DENV2 CPE rescue – inhibitors of DENV2 cytopathic effect | DENV2-infected cells, cytopathic effect rescue, plate reader | CPE inhibition, % at 9.99 µM | hit rate 1.7% among 350,000 | AID 651640; in the data active means CPE inhibition above about 20%, passing the limit was not always enough; inconclusive means no clear call, values can overlap the other calls; tested in BHK-21 cells;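 further: 0% = median of neutral control wells and 100% = median of positive control wells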
SIRT5 inh – sirtuin-5 (human) deacylase inhibition; Purified SirT5, succinyl-peptide AMC, trypsin-coupled fluorescence; inhibition, % at 15 µM; hit rate 1.1% among 330,000; AID 652115; in the data active means inhibition above about 15%; inconclusive means no clear call, values can overlap the other calls
Target sequence (Q9NXA8 whole entry, looked up): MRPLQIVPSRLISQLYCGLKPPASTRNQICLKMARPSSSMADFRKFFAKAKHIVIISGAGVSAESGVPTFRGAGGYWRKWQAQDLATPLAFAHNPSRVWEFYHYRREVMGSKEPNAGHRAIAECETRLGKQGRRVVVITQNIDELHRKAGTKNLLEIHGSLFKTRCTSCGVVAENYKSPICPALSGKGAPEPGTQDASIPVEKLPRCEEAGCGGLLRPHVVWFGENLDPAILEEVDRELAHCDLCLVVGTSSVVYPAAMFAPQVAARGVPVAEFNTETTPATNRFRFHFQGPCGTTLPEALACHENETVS
* marks the source's active call; other numbers are inactive results; ? = inconclusive; · = not tested or not shown; & = joins results of further samples; [ ] = another dose, or the depositor's remark.

SMILES | F508del corr | ERAP1 inh | Casp6 inh | miR122 inh | ERp5 block | DENV2 CPE rescue | SIRT5 inh
COc1ccc(S(=O)(=O)N(C)C[C@H]2Oc3ccc(NS(=O)(=O)c4ccc(F)cc4)cc3CC(=O)N([C@H](C)CO)C[C@@H]2C)cc1 | 2.1 | 3 | -4 | 1[16.7 µM] | 4 | · | 7
CCCCNc1ccc(C(=O)O)cc1 | 0.5 | -5 | 6 | 0 | 0 | -2 | 3
COC(=O)[C@]12C[C@H](CC(=O)NCc3cccs3)C(=O)N(Cc3ccccc3)C1=C[C@H](C(C)(C)C)O[C@@H]2C | 3.2 | -2 | 1 | · | 3 | 1 | ·
COc1ccc(NC(=O)Nc2ccc3c(c2)CC(=O)N([C@H](C)CO)C[C@H](C)[C@H](CN(C)Cc2ccc(Oc4ccccc4)cc2)O3)cc1 | -2.9 | 0 | 1 | -7[16.7 µM] | 5 | -2 | 6
CC(C)C[C@H](NC(=O)N1CC(=O)Nc2ccccc21)C(=O)N[C@H](Cc1c[nH]c2ccccc12)C(=O)O | -3.6 | 1 | 7 | 5 | 4 | 18 | -1
Cc1ccc(S(=O)(=O)N(C)c2ccccc2C(=O)N2CCCC2)cc1 | -0.5 | -3 | -2 | 1 | -1 | 2 | 1
CN(C)CCN=Cc1c(O)n(Cc2ccc3c(c2)OCO3)c(=O)c2ccccc12 | 2.7 | 1 | 0 | · | 5 | 2 | -3
Fc1cccc(Cl)c1/C=N/Nc1c(Cl)cncc1Cl | · | 5 | 1 | · | -1 | -2 | ·
O=S(=O)(Cc1ccccc1)NCC1CCCN(Cc2ccc3nonc3c2)C1 (stereo not given) | -2.7 | -2 | 1 | · | -9 | 1 | -1
Cc1nc2ccccn2c(=O)c1NC(=O)c1cccc2ccccc12 | 2.8 | 2 | 0 | -2 | 1 | 10 | 2
CCCOC(=O)c1ccc(Oc2coc3c(CN(CC)CC)c(O)ccc3c2=O)cc1 | -1.6 | 0 | 1 | · | 8 | -15 | ·
CNC(=O)C[C@H]1CC[C@@H]2[C@H](COc3ccc(NC(=O)Nc4ccccc4OC)cc3C(=O)N2C)O1 | 1.7 | 1 | 3 | -8[16.7 µM] | -3 | -1 | -7
C[C@@H]1CN([C@H](C)CO)C(=O)c2cccc(NC(=O)Nc3ccc(C(F)(F)F)cc3)c2O[C@H]1CN(C)Cc1ccc2c(c1)OCO2 | -0.9 | 1 | 0 | -5[16.7 µM] | -1 | 3 | 2
C[C@H](CO)N1C[C@H](C)[C@H](CN(C)C(=O)c2ccccn2)Oc2ncc(-c3cccc(F)c3)cc2C1=O | -0.3 | 2 | 0 | -12[16.7 µM] | -4 | -6 | -3
COc1ccc(OC)c(NC(=O)c2cc(S(=O)(=O)N3CCCC3)cn2C)c1 | -2.1 | 0 | -2 | -1 | 11 | 3 | -1
O=C(C[C@H]1C[C@H]2c3cc(NC(=O)NC4CCCC4)ccc3O[C@H]2[C@@H](CO)O1)NCc1ccc(Cl)cc1 | -2.6 | 0 | -4 | 5[16.7 µM] | · | 8 | 2
O=C(Nc1ccc2nc3n(c(=O)c2c1)CCCCC3)c1cc([N+](=O)[O-])ccc1F | -1.9 | -4 | 7 | 2 | 0 | 3 | 1
Cc1cc(=O)n2[nH]c(CCC(=O)O)nc2n1 | -1.4 | -3 | -1 | · | 1 | -2 | -3
C[C@H]1CN([C@@H](C)CO)C(=O)Cc2cc(NC(=O)CCCCCC(=O)Nc3ccccc3N)ccc2O[C@H]1CN(C)C(=O)Nc1ccc2c(c1)OCO2 | -2.4 | -1 | 1 | 0[16.7 µM] | 1 | 0 | ·
CC(=O)c1cccc(S(=O)(=O)N2CCN(CCOc3ccccc3)CC2)c1 | 1.1 | 3 | -4 | -18 | 6 | -1 | 2
CN(C)c1ccc(C(CNC(=O)c2cccs2)N(C)C)cc1 (stereo not given) | -2.1 | 6 | -2 | 0 | -2 | 3 | 0
Cc1cccc(-c2ccc([C@H]3[C@@H](CO)N4CCCCN(S(=O)(=O)c5cccs5)C[C@H]34)cc2)c1 | 0.7 | -1 | -2 | 8[16.7 µM] | -3 | -8 | 0
COc1ccccc1CNC(=O)c1cc(S(=O)(=O)N2CCOCC2)cn1C | -2.4 | 3 | 0 | · | -1 | 0 | -1
C[C@@H]1CN([C@@H](C)CO)S(=O)(=O)c2ccc(/C=C/c3ccccc3)cc2O[C@@H]1CN(C)C(=O)Nc1cc(F)ccc1F | 5.1 | 2 | -3 | -5[16.7 µM] | 2 | 0 | 22*
COc1cc(C2CC(=O)Oc3cc(C)cc(C)c32)cc(OC)c1OC (stereo not given) | -1.3 | · | -1 | -2 | 0 | -1 | -4
CC(OC(=O)CC1CCCCC1)C(=O)Nc1ccc(F)cc1 (stereo not given) | -0.8 | 1 | 1 | -5 | 1 | -4 | 21*
O=C(Nc1nnc(S(=O)(=O)N2CCCCCC2)s1)c1ccc(Br)cc1 | 2.0 | 3 | -1 | -3 | 6 | 7 | -4
O=C1/C(=C\c2ccc(O)c(O)c2)C(c2ccccc2)=NN1c1ccccc1 | 1.8 | -1 | -2 | 0 | 0 | 1 | 1
Cn1cnc([N+](=O)[O-])c1S(=O)(=O)Oc1ccc(Cl)cc1 | -4.7 | 4 | 23 | · | -3 | -2 | -2
COc1ccc(OC)c(NC(=O)CN(Cc2ccc(Cl)cc2)S(C)(=O)=O)c1 | -1.7 | 0 | -2 | · | 4 | -5 | -1
CCOc1ccccc1C(=O)N[C@H](C(=O)OCC(=O)Nc1nnc(-c2ccccc2)o1)C(C)C | -0.9 | -2 | 2 | · | -5 | -4 | ·
CN(C)C(=O)C[C@H]1CC[C@H]2[C@@H](COC[C@H](O)CN2S(=O)(=O)c2ccccc2)O1 | 1.8 | -1 | -6 | -3[16.7 µM] | -3 | -5 | -1
CCN(CC)S(=O)(=O)N1CCN(S(=O)(=O)N2CCOCC2)CC1 | -1.7 | 2 | 2 | -3 | 3 | -1 | -4
Cc1ccccc1OCC(O)Cn1c(Br)nc2c1c(=O)[nH]c(=O)n2C (stereo not given) | 0.7 | 4 | 0 | -4 | 1 | -3 | -5
CO[C@@H]1CN(C)C(=O)c2ccc(NC(=O)c3ccc(F)cc3)cc2OC[C@@H](C)N(C(=O)c2ccc(F)cc2)C[C@H]1C | 4.1 | 5 | 0 | 8[16.7 µM] | 4 | -4 | 5
COc1cc(CN2[C@@H]3CNC[C@H]2C3c2ccc(-c3ccccc3C)cc2)cc(OC)c1 (stereo not given in full) | -1.0&-2.0 | -1&1 | -3&2 | · | 0&-4 | 0&-1 | 3&1
CN1C[C@@H]2[C@@H]3C(=O)N(Cc4ccccc4)C(=O)[C@@H]3[C@](C)(C1=O)N2C(=O)c1ccc(C(C)(C)C)cc1 | -3.6 | 0 | -2 | -4 | -4 | 54* | -9
COc1ccc(Nc2ncnc3sc(C)cc23)cc1 | · | 1 | 0 | -7 | 1 | · | -4
COC(=O)c1ccccc1C(=O)N1CC(O)CO1 (stereo not given) | -0.5 | 0 | -2 | · | 0 | 11 | -3
C=CCN(CC=C)CC(=O)Nc1cccc(Oc2cnccn2)c1 | 1.9 | -4 | -1 | -4 | 3 | 8 | -1
O=C1COc2ccc(S(=O)(=O)N3CCN(c4ccccc4)CC3)cc2N1 | -1.4 | -2 | 2 | 1 | 2 | -8 | 0
CN(C)C(=O)c1ccc(NC(=O)c2ccccc2-c2ccccc2)cc1 | 0.4 | -1 | 3 | 0 | -1 | -4 | -4
CN(C)S(=O)(=O)Oc1ccc(C(=O)Nc2cccc(Cl)c2)cc1 | · | 3 | 0 | · | 4 | -5 | -2
COc1ccccc1NC(=O)N1[C@H](C#N)[C@@H](c2ccccc2)[C@@H]1CO | 1.9 | 0 | 2 | · | 0 | 4 | -1
CC(=O)N(C)C[C@H]1Oc2ncc(C#Cc3cccnc3)cc2C(=O)N([C@H](C)CO)C[C@@H]1C | 0.3 | 1 | 4 | 1[16.7 µM] | -7 | -6 | -3

One compound at a time, from the list above:
Entry for `CCOc1ccccc1C(=O)N[C@H](C(=O)OCC(=O)Nc1nnc(-c2ccccc2)o1)C(C)C` = F508del corr = -0.9; ERAP1 inh = -2; Casp6 inh = 2; miR122 inh = ·; ERp5 block = -5; DENV2 CPE rescue = -4; SIRT5 inh = ·
Entry for `CCN(CC)S(=O)(=O)N1CCN(S(=O)(=O)N2CCOCC2)CC1` = F508del corr = -1.7; ERAP1 inh = 2; Casp6 inh = 2; miR122 inh = -3; ERp5 block = 3; DENV2 CPE rescue = -1; SIRT5 inh = -4

Remaining list, next part.
SMILES | F508del corr | ERAP1 inh | Casp6 inh | miR122 inh | ERp5 block | DENV2 CPE rescue | SIRT5 inh
O=C(NCC[C@H]1CC[C@@H](NC(=O)C2CCOCC2)[C@@H](CO)O1)c1ccc(F)cc1 | -1.1 | -2 | 1 | · | -2 | -1 | 2
C=CCc1c(C)[nH]c(=O)[nH]c1=O | -0.7 | 0 | 7 | -3 | 4 | -5 | -3
COc1ccc(NC(=O)c2ccc(NC(=O)C3COc4ccccc4O3)cc2)c(OC)c1 (stereo not given) | 2.7 | 2 | -3 | 0 | -1 | -6 | -3
CCCNC(=O)C(Cc1ccccc1)NC(=O)c1ccc(C(C)(C)C)cc1 (stereo not given) | 1.7 | 1 | · | -2 | -1 | -5 | ·
O=C(NCc1cccnc1)c1cc(C2CCCCN2S(=O)(=O)c2ccccc2)on1 (stereo not given) | 4.8 | 5 | -1 | 1 | 4 | -8 | -7
CC[C@H](C)[C@@H]1NC(=O)c2cc([N+](=O)[O-])cc(F)c2NCCCC[C@@H](C(N)=O)NC(=O)[C@H](CCCCN)NC1=O | -0.5 | 21 | -183 | 4 | 0 | -1 | 2
COc1ccc(NC(=O)CC2C(=O)NCCN2C(=O)c2ccc(N(C)C)cc2)cc1 (stereo not given) | -2.7 | 1 | -1 | -3 | 1 | -2 | -3
O=C(c1ccc(CS(=O)c2cccc(Cl)c2)o1)N1CCCCCC1 (stereo not given) | 0.4 | 1 | 0 | -3 | 1 | 3 | -5
OC(c1ccc2ccccc2c1)c1ncc(-c2cccc3ccccc23)[nH]1 (stereo not given) | -1.9 | -1 | -1 | 4 | 2 | ? | ·
O=C(N/C(=C\c1ccc(Br)cc1)C(=O)N1CCOCC1)c1ccc(Br)o1 | -4.1 | 0 | -1 | · | -1 | 15 | 1
COC(=O)c1ccc(S(=O)(=O)NCc2ccccc2)n1C | -0.3 | 0 | -5 | · | -11 | 0 | -5
Cc1ccc2c(C)c(C(=O)NCCN3CCCC(O)C3)oc2c1C (stereo not given) | 0.2 | -1 | -4 | 0 | 2 | -2 | -2
CCS(=O)(=O)N1CCC(C(=O)N2CCN(Cc3ccccc3)CC2)CC1 | 0.1 | -1 | 0 | · | -3 | 5 | 2
Cc1[nH]n(S(=O)(=O)c2ccccc2)c(=O)c1N=Nc1cccc(Cl)c1 | -1.6 | 1 | 1 | -4 | 2 | 11 | 3
CCCN1CCN(S(=O)(=O)c2ccc3c(c2)NC(=O)C(C)S3)CC1 (stereo not given) | 1.1 | 1 | 2 | -5 | 3 | 2 | 0
C[C@@H]1COc2cccc(N3CCN(Cc4ccccc4F)CC3)c2S(=O)(=O)N1 | 2.9 | · | -2 | · | 1 | -4 | 0
Cc1ccc(-c2nc3ccccc3nc2Cl)cc1 | 0.1 | 1 | 2 | · | -5 | -1 | 1
Cc1cc(N2O[C@H]3C=C[C@@H]2C3)no1 | -3.3 | -1 | 1 | -8 | -1 | 9 | 0
CCOC(=O)CN1C(=O)S/C(=C\c2ccc3c(c2)OCO3)C1=O | -3.9 | -1 | 1 | -2 | 1 | 13 | 2
O=C(Cc1ccccc1[N+](=O)[O-])N1CCOCC1 | -0.1 | 1 | -2 | 6 | 5 | -3 | 2
O=C(NC(=S)Nn1cnnc1)c1ccccc1 | -6.2 | 4 | 8 | -1 | -7 | · | -2
CCCCCC(=O)Oc1cccc(N2C(=O)C3CCCCC3C2=O)c1 (stereo not given) | -1.2 | 1 | -2 | · | 6 | 5 | -2
O=C(c1cnccn1)N1CC[C@H]2[C@H](CO)Nc3ccc(C#Cc4cccnc4)cc3[C@H]21 | 1.0 | -1 | 4 | 0[16.7 µM] | -2 | -4 | 6
